High-throughput results from PubChem.
ARFGAP1 inhibitor – inhibits rat ARF GTPase activating protein 1 | inhibition, % at 16.5 µM | Q62848 | actives 0.26% (n = 360,000) | Arfgap1-stimulated ARF1 GTP hydrolysis, GDP FP detection;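 active = inhibition above a per-plate limit, mean inhibition of low control wells plus 3 SD, cut at about 25% in these data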;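 note: 0% = DMSO wells with enzyme and 100% = wells lacking Arfgap1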
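system = rat Arfgap1 catalytic domain, aa 1-136 | technique = FP, GDP Alexa 633 tracer displaced from anti-GDP antibody, 620/688 nm | compound = one concentration, 16.5 µM, DMSO 1.26% | medium = HEPES-based buffer, pH 7.5 | timing = compound-enzyme preincubation 20 min, reaction 120 min, detection 60 min, 25 °C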
ADAM17 inh – inhibits human ADAM17; recombinant ADAM17, EDANS/DABCYL FRET peptide cleavage; inhibition, % at 6.95 µM; P78536; AID 720648; actives 0.83% (n = 370,000);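 active = inhibition above the mean of compounds lying between control limits plus 3 SD, set per campaign, cut at about 8.5% in these data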;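 note: 0% = DMSO-only wells as the low control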
Tn7 DDE FP – DD(E)-Tn7 binding inhibition, primary FP screen | P02675 | FP displacement of FITC-Tn7 peptide from fibrin DD(E); 0% = median of compound wells per plate | inhibition, % at 8.3 µM | actives 0.13% (n = 370,000) | AID 720508;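 active = inhibition above the mean of compounds falling within the control limits plus 3 SD of them, cut at about 14% in these data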;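 note: 0% = plate median of compound wells and 100% = 10 µM Aha-Tn7 peptide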
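Assay system: Human clot-derived fibrin DD(E) complex | Buffer or medium: Tris/NaCl/CaCl2 buffer, pH 7.8 | Repeats: One replicate per compound | Benchmarks: Aha-Tn7 high control | Measure: % inhibition scaled between sample-field median and high-control FP | Schedule: 10 min plus 3 h, room temperature | Signal: Fluorescence polarization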
LEDGF integ inh – blocks HIV-1 LEDGF/p75-dependent DNA integration; TR-FRET IN-LEDGF/p75 DNA integration, Eu/Cy5; inhibition, % at 3.7 µM; actives 0.64% (n = 370,000);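 active = inhibition above the screen-wide mean plus 3 SD, cut at about 13% in these data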;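 note: signal is the Cy5 over europium emission ratio at 671 and 618 nm; 0% = plate median of compound wells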
ADAM10 inh – inhibitors of human ADAM10 | recombinant ADAM10, EDANS/DABCYL FRET peptide cleavage, 3 h | inhibition, % at 7 µM | actives 0.62% (n = 370,000) | AID 720582;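 active = inhibition above a per-campaign cutoff equal to the mean of compounds falling between control-based bounds plus 3 SD, cut at about 20% in these data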;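 note: 0% = DMSO wells while the 100% control is not disclosed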
KLK7 zymogen act – proKLK7 (human) activation, primary screen. purified proKLK7, EDANS-DABCYL substrate fluorescence; 100% is mature enzyme control, 0% vehicle. activation, % at 7 µM. actives 0.9% (n = 370,000);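 active = activation above the mean of all tested compounds plus 3 SD, computed per campaign excluding outliers beyond control limits, cut at about 13% in these data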
Target sequence (P49862 whole entry, looked up): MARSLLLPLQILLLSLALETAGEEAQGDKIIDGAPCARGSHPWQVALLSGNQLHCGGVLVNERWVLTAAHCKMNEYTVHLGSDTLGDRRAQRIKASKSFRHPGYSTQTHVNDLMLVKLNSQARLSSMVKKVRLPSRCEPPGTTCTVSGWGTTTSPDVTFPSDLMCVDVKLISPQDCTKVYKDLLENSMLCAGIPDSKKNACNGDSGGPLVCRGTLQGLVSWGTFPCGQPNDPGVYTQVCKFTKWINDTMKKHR
ASAP1 GAP inh – blocks human ASAP1-stimulated Arf1 GTP hydrolysis. GDP FP detection. inhibition, % at 16.5 µM. actives 0.19% (n = 360,000). AID 624377; in the data active = inhibition above about 25%;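 note: 0% = vehicle with enzyme and substrate and 100% = no enzyme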
Target sequence (Q9ULH1 325-724 limits assumed): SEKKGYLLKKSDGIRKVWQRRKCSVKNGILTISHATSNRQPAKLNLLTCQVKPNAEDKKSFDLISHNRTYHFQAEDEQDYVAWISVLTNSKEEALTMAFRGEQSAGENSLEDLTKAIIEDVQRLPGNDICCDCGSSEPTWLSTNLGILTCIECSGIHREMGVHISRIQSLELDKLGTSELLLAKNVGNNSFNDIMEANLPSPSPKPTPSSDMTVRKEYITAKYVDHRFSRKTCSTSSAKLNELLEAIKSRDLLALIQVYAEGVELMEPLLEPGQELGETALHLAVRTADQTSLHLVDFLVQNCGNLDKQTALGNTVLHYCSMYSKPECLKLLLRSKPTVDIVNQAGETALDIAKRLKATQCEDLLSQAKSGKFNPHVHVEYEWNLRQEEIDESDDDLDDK
DDE Tn6 FP inh – inhibitors of Tn6 peptide binding to human fibrin DD(E) | P02675 | Fibrin DD(E) TRITC-Tn6 fluorescence polarization displacement | inhibition, % at 8.3 µM | actives 0.21% (n = 370,000) | AID 720509;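 active = inhibition above a per-campaign cutoff: mean of compounds within control limits plus 3 SD, cut at about 15% in these data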;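 note: 0% = median of all compound wells on the plate and 100% = blocking peptide control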
TDP2 absorb – TDP2 (human) inhibition, absorbance primary screen. O95551. recombinant TDP2, T5PNP hydrolysis, p-nitrophenol absorbance 415 nm. inhibition, % at 12.8 µM. actives 0.34% (n = 370,000). AID 720702;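 active = inhibition above the mean of all tested compounds plus 3 SD, set per campaign, cut at about 25% in these data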;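 note: 0% = DMSO with enzyme and 100% = buffer with substrate but no TDP2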
Target sequence (O95551 whole entry, looked up): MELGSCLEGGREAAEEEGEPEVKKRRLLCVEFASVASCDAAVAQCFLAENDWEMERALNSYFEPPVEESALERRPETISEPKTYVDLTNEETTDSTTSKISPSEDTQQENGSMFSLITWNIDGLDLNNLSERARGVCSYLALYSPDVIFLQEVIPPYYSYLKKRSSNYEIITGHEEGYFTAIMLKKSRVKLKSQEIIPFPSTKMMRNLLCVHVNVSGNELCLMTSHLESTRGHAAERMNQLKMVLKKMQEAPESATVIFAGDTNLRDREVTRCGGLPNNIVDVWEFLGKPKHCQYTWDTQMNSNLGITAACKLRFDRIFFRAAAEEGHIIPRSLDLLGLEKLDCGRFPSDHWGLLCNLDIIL
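Evaluation: % inhibition relative to enzyme-containing and enzyme-free wells. Material: recombinant human TDP2. Benchmarks: enzyme-free and DMSO wells. Timing: enzyme reaction with compound for 2 h at 37 °C. Compound dosing: 12.8 µM only. Measured by: p-Nitrophenol epi absorbance. Reagent: T5PNP substrate at 5 mM, a TopII-DNA adduct mimic. Replication: single well per compound.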
PLCg1 inh – blocks human PLC-gamma1 enzyme activity; P19174; purified PLC-gamma1, fluorogenic substrate, fluorescence; inhibition, % at 12.2 µM; actives 0.84% (n = 370,000); AID 720700; in the data active = inhibition above about 9.5%
The depositor's hits bear a star; i = inactive; x = no result given; & = joins results of further samples.

SMILES	ARFGAP1 inhibitor	ADAM17 inh	Tn7 DDE FP	LEDGF integ inh	ADAM10 inh	KLK7 zymogen act	ASAP1 GAP inh	DDE Tn6 FP inh	TDP2 absorb	PLCg1 inh
CCCN1CCC(=O)N(CCSc2ccc(NC(C)=O)cc2)CC1	-7	-3	6	-1	-2	1.0	-7	-2	2	1
CCN(CC)S(=O)(=O)c1ccc(N2CCOCC2)c(NC(=O)c2ccc3c(c2)OCCO3)c1	7	0	-6	2	2	0.0	-1	-2	-14	-1
CC(=O)N1CCOc2ccc(S(=O)(=O)NCC3CCC(C(=O)Nc4ccc(C)cn4)CC3)cc21 (configuration not stated)	-8	-2	-6	-2	6	0.6	15	13	-9	7
CCOc1ccc2nc(-c3ccccc3)[nH]c2c1	19	-207	-3	1	i	5.9	3	-4	-5	-83
Cc1cn2c(-c3ccncc3)nnc2s1	1	-5	-4	2	-10	-0.5	-4	-9	11	-8
C[C@H](NS(=O)(=O)c1ccc(Cl)cc1)C(=O)OCC(=O)c1ccc[nH]1	7	-5	-1	-4	-1	-0.1	-7	-3	6	-1
COCC(=O)N(C)C[C@H]1Oc2ncc(C#C[C@H](C)O)cc2C(=O)N([C@@H](C)CO)C[C@H]1C	0	7	-4	11	-15	0.0	2	0	-17	6
Cc1cccc(C(=O)OCc2cc3ccccc3[nH]c2=O)c1	-1	-5	2	2	0	0.3	1	3	3	0
C[C@H](NC(=O)OCc1ccccc1)C(=O)N[C@@H](Cc1c[nH]c2ccccc12)C(=O)O	0	-3	5	-1	4	0.9	-18	1	5	2
O=[N+]([O-])c1ccccc1CSc1nnc2ccccn12	-4	-2	-6	-5	-6	-0.4	9	7	-4	0
Cc1cc(N/N=C/c2ccccc2)nc(NCc2ccccc2)n1	19	3	-3	-4	12	-0.1	-2	-13	-18	7
COc1ccc(NC(=O)C2CCCN(S(=O)(=O)c3ccc4c(c3)oc(=O)n4C)C2)cc1OC (configuration not stated)	-6	-1	-1	-3	-4	-0.1	-1	5	4	-1
C/C(=N/NC(=O)c1ccc(Br)o1)c1ccc(C)o1	-10	3	-5	2	-12	-0.5	-2	-5	-16	0
CN1C(=O)C2(C(C#N)=C(N)N(c3cc(Cl)cc(Cl)c3)C3=C2C(=O)CCC3)c2ccccc21 (configuration not stated)	4	-1	-8	0	-1	0.5	19	13	-9	-2
CCOc1ccc(CN(CC)C(=O)c2ccc3c(c2)[nH]c(=O)c(=O)n3CC)cc1OC	4	-3	10	1	-5	0.3	9	10	4	-7
C/C(=N\NC(=O)c1ccc(NS(=O)(=O)c2cccs2)cc1)c1cccs1	0	-4	0	-3	3	0.7	-1	-2	-4	-2
Cc1cccc(N2C(=O)C3CCC(c4ccccc4)CC3C2=O)c1 (configuration not stated)	17	6	-2	5	-1	-0.4	5	-4	0	6
CN(C)Cc1ccccc1Sc1ccc(Br)cc1	-5	-2	2	-4	1	-0.1	5	-4	1	0
Cc1ccc(N2CCN(S(=O)(=O)c3ccc(Cl)s3)CC2C)cc1 (configuration not stated)	10	-1	-5	-1	6	0.5	5	-3	5	1
O=C(NCCCCCCNC(=O)C1CCCC1)C1CCCC1	13	2	-1	0	1	-0.2	-3	7	-2	2
O=[N+]([O-])c1cccnc1N1CCCCC1	-9	-4	7	1	-6	-0.2	-10	11	2	-4
Cc1ccc(S(=O)(=O)NNC(=O)C(=O)NNc2ccccn2)cc1	1	0	0	-11	3	1.2	-4	11	-7	1
O=C(COC(=O)c1ccc(Cl)nc1)c1ccc2c(c1)OCCO2	-3	-3	6	0	-2	0.4	-2	3	-21	-3
O=C(Nc1nc2ccccc2[nH]1)c1ccccc1F	-4	-2	-2	0	-14	-0.2	-4	-9	1	-1
FC(F)(F)c1ccc(/C=N/n2c(COc3ccccc3)n[nH]c2=S)cc1	9	-1	-2	2	-3	0.1	10	-3	13	-2
O=C(CCCn1c(=O)c2ccccc2n(Cc2cccc(F)c2)c1=O)NC1CCN(Cc2ccccc2)CC1	6	-1	-6	0	-1	-0.4	10	12	6	5
CCCn1c(C)cc(/C=C(\C#N)C(=O)OCC(=O)Nc2cccc(OC)c2)c1C	2	-115	-6	0	-219	-235	1	6	-9	-53
Cc1nnc(NC(=O)NC(C)N2C(=O)C3C4C=CC(C4)C3C2=O)s1 (configuration not stated)	-9&-12	-12&-5	-4&-2	0&2	-25&5	0.3&-0.2	5&-11	-3&0	0&8	-3&-1
CSc1nsc(/C=C/Nc2ccc(Cl)cc2)c1C#N	22	-1	-2	2	-5	-0.2	11	4	9	-39
CCc1ccc([C@@H]2CC(=O)[C@@H]3CN(S(=O)(=O)c4ccccc4)[C@H](c4ccc(OC)cc4)C[C@@H]3N2S(=O)(=O)c2ccc(C)cc2)cc1	6	4	-2	1	7	-0.1	-11	0	3	2
COC(=O)C(C)NC(=S)N1CCN(c2c(F)cc3c(=O)c(C(=O)O)cn(C4CC4)c3c2OC)CC1C (configuration not stated)	-5	-56	-11	0	-138	-11	-1	-4	19	-107
CC1CCN(C(=O)Cn2c(=O)n(Cc3ccco3)c(=O)c3sccc32)CC1	5	-4	3	3	-1	0.0	2	-5	-8	2
CCOC(=O)c1cnn(-c2ccc(C(C)C)cc2)c1NC(=O)C1CCC1	5	-2	-4	1	1	-1.4	-6	-12	10	1
O=C(CN1C(=O)c2ccccc2S1(=O)=O)NC1CCCCC1	8	0	-14	-3	8	-0.4	-1	-2	-12	4
COc1cc(OC)cc(-c2cc3nc(C)c(CCC(=O)NC(C)CCc4ccco4)c(C)n3n2)c1 (configuration not stated)	-5	-7	1	1	-26	-3.3	-3	6	9	-46
Cc1ccc(C(=O)NNC(=O)c2ccc(-n3cncn3)c([N+](=O)[O-])c2)cc1	2	-12	-1	-1	-12	-0.1	-5	6	-4	6
Cc1noc(C)c1-c1nnc(-c2ccc(C(F)(F)F)cc2)o1	-8	5	-1	5	15	0.5	-1	2	-22	10*
CC(C)COC(=O)N1CCCCC1c1cc(C(=O)NCc2ccc(F)cc2)no1 (configuration not stated)	16	-1	0	0	3	-0.3	-6	-9	-7	1
Cc1ccc(S(=O)(=O)N2CCOCC2)cc1NC(=O)CNCc1ccccn1	4	-4	-5	-3	-7	0.0	-2	-3	22	-2
O=C(CC1SC(N2CCCC2)=NC1=O)Nc1ccc(C(=O)NCc2ccc(F)cc2)cc1 (configuration not stated)	4	-3	3	0	-6	0.1	-2	3	-1	0
O=C(Nc1cc(S(=O)(=O)N2CCCCC2)ccc1Oc1ccccc1)C1=COCCO1	3	-2	10	-3	16	-0.3	10	3	7	1
CN(C)/N=C1\C(=O)N(CN2CCN(c3ccccc3)CC2)c2ccccc21	-14	2	3	0	-3	0.3	-4	0	-16	7
COc1ccc(-c2nnc(SCC(=O)NN=C/C=C\c3ccco3)n2-c2ccc(OC)cc2)cc1	x	3	-3	5	4	0.4	x	-4	3	-5
COc1ccc(NC(=O)CN2CCN(S(=O)(=O)c3ccc(Cl)cc3)CC2)cc1	0	-1	-3	-4	-6	0.0	-5	-3	-6	-1
CCn1c(SCc2ccc([N+](=O)[O-])cc2)nnc1C(C)NC(=O)c1ccccc1Br (configuration not stated)	-11	-4	11	-2	2	-0.6	-3	2	4	1
CC(C)Nc1nc(-c2ccccc2)nc(-n2ccnc2)n1	-11	1	4	-1	7	0.1	-1	5	5	-1
COc1ccc(C(=O)C2CCCN(C3Cc4ccccc4C3)C2)cc1OC (configuration not stated)	5	-4	-2	0	-14	0.8	-7	5	1	-2
COc1ccc(CNC(=O)Cn2cc([N+](=O)[O-])cn2)cc1	-6	2	-1	4	4	-0.4	15	6	4	6
O=C(NN=CC=Cc1ccccc1)C(O)C(O)C(=O)NN=CC=Cc1ccccc1 (configuration not stated)	16	-1	1	2	-15	-0.5	-4	1	-8	3
Cc1ccc(S(=O)(=O)N2C3CCCCC3O[C@H]2CC(=O)Oc2ccccc2)cc1 (some centres not stated)	-8	2	-5	-1	2	0.7	3	2	-11	6

The list continues:
SMILES	ARFGAP1 inhibitor	ADAM17 inh	Tn7 DDE FP	LEDGF integ inh	ADAM10 inh	KLK7 zymogen act	ASAP1 GAP inh	DDE Tn6 FP inh	TDP2 absorb	PLCg1 inh
C=CCn1c(SCC(=O)Nc2ccc(NC(C)=O)cc2)nc2sc(C)c(C)c2c1=O	3	-3	1	0	-9	0.2	6	-5	-2	0
CCN(C(=O)COc1ccccc1[N+](=O)[O-])C1CCS(=O)(=O)C1 (configuration not stated)	-8	-5	0	0	-1	0.2	-4	-2	9	-16
Nc1cccc(C(=O)NCCNC(=O)c2cccc(N)c2)c1	2	-5	1	-4	-8	0.2	-4	-2	3	-3
Cc1cc(C)n2nc(N)c(N=Nc3ccc4c(c3)OCO4)c2n1	9	1	-7	2	-4	6.5	-5	-2	1	0
CCNC(=O)CN(c1ccc(C)cc1)S(=O)(=O)c1ccccc1	1	-6	6	1	3	0.0	6	5	20	0
CCC(C)c1ccc(NC(=O)COC(=O)CCNS(=O)(=O)c2cccs2)cc1 (configuration not stated)	4	7	-5	3	8	0.3	-14	2	-15	2
Cc1ccc(OCc2cc(C(=O)N(C)CCc3ccccn3)no2)cc1C	8	0	2	1	1	0.6	-9	0	17	0
C=CCN1c2ccccc2Sc2cnccc21	1	-12	-1	-1	-17	0.4	-4	-3	-3	-70
COc1ccc2c(c1)Cc1sc(NC(C)=O)nc1-2	0	-2	4	15*	-7	-0.4	16	-6	49*	-9

A draw from above in order of molar mass, highest first.
SMILES	ARFGAP1 inhibitor	ADAM17 inh	Tn7 DDE FP	LEDGF integ inh	ADAM10 inh	KLK7 zymogen act	ASAP1 GAP inh	DDE Tn6 FP inh	TDP2 absorb	PLCg1 inh
Cc1ccc(OCc2cc(C(=O)N(C)CCc3ccccn3)no2)cc1C	8	0	2	1	1	0.6	-9	0	17	0
CCN(C(=O)COc1ccccc1[N+](=O)[O-])C1CCS(=O)(=O)C1 (configuration not stated)	-8	-5	0	0	-1	0.2	-4	-2	9	-16
C=CCN1c2ccccc2Sc2cnccc21	1	-12	-1	-1	-17	0.4	-4	-3	-3	-70

Of the compounds above, 3 have bromine:
SMILES	ARFGAP1 inhibitor	ADAM17 inh	Tn7 DDE FP	LEDGF integ inh	ADAM10 inh	KLK7 zymogen act	ASAP1 GAP inh	DDE Tn6 FP inh	TDP2 absorb	PLCg1 inh
C/C(=N/NC(=O)c1ccc(Br)o1)c1ccc(C)o1	-10	3	-5	2	-12	-0.5	-2	-5	-16	0
CN(C)Cc1ccccc1Sc1ccc(Br)cc1	-5	-2	2	-4	1	-0.1	5	-4	1	0
CCn1c(SCc2ccc([N+](=O)[O-])cc2)nnc1C(C)NC(=O)c1ccccc1Br (configuration not stated)	-11	-4	11	-2	2	-0.6	-3	2	4	1
